West Nile antiviral – inhibition of WNV-induced cytopathic effect – cell-based, CPE readout (AID 1621); West Nile virus-infected cells, CPE inhibition; higher % means a stronger effect; CPE inhibition, % at 10 µM; hits with a dose series show IC50 in µM; hit rate 0.02% among 290,000; in the data active means a potency from the dose series; inconclusive means CPE inhibition mostly from about 3.7% at the one dose, without a potency; inactive means the rest, 99 in 100 with CPE inhibition below about 2.2%; further: strong numbers were not always called active
P. falciparum M1AAP – malaria alanyl aminopeptidase activity blockers – biochemical, fluorogenic H-Leu-NHMec substrate, 1536-well (AID 1445); recombinant M1AAP, H-Leu-NHMec fluorogenic kinetic assay; higher % means a stronger effect; inhibition, % at 30 µM; hits with a dose series show IC50 in µM; hit rate 0.42% among 220,000;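 active means primary inhibition above the hit cutoff, then over 50% inhibition at one or more dose response concentrations, cut at about 23% in these data, passing the limit was not always enough; inconclusive means conflicting primary data, or primary hits not chosen for dose response; inactive means low primary inhibition, or under 50% at every dose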;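 further: plate controls were DMSO full reaction for no effect and no enzyme background for full effect; strong numbers were not always called active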
RSV CPE inhibition – inhibition of RSV-induced cytopathic effect – HEp-2 cells, primary 10 µM value included (AID 2391); HEp-2 cells, RSV-induced CPE inhibition; higher % means a stronger effect; CPE inhibition, % at 10 µM, or IC50 in µM where a hit was titrated; hit rate 0.13% among 310,000; in the data active means a potency from the dose series; inconclusive means CPE inhibition mostly from about 23% at the one dose, without a potency; inactive means the rest, 99 in 100 with CPE inhibition below about 21%; further: strong numbers were not always called active
human PMI inhibitors – human PMI inhibitors, high substrate, primary screen, biochemical, fluorescence intensity, high mannose 6-phosphate (AID 1220). hit rate 0.66% among 190,000. one-dose inhibition, % at 20 µM; IC50 in µM for titrated hits. recombinant PMI enzyme, coupled fluorescence intensity; higher % means a stronger effect
M17LAP inhibition – P. falciparum M17LAP inhibitors, primary screen, biochemical, fluorogenic H-Leu-NHMec substrate, 1536-well (AID 1619); recombinant M17LAP, H-Leu-NHMec fluorogenic kinetic assay; higher % means a stronger effect; inhibition, % at 30 µM, or IC50 in µM where a hit was titrated; hit rate 0.38% among 220,000;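 active means compound inhibiting the enzyme by more than half at any dose during confirmatory dose-response retesting; inconclusive means strong single-dose inhibitors picked by rank but not retested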;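 further: plate controls were full reaction with DMSO carrier for no effect and no enzyme background for full effect; strong numbers were not always called active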
UTI89 phage lysis – inhibition of K1F phage lysis, E. coli UTI89, bacterial capsule biogenesis inhibitors, alamar blue (AID 488966); inhibition, % at 100 µM, or IC50 in µM where a hit was titrated; E. coli UTI89 K1F phage lysis, alamar blue, 2 h; higher % means a stronger effect; hit rate 0.02% among 340,000;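 active means phage lysis inhibition, versus mean bacterial control, above a set limit; inconclusive means no clear call, values can overlap the other calls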;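 further: capsule biogenesis inhibitors block K1F phage lysis so surviving cells raise fluorescence; higher fluorescence means more inhibition of phage lysis; actives were called in the ten point dose series up to 300 µM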
human PMI inhibition – MPI enzyme activity inhibition – biochemical, fluorescence intensity, coupled assay, primary screen (AID 1209); purified PMI enzyme, coupled fluorescence intensity; higher % means a stronger effect; hit rate 0.42% among 190,000; inhibition, % at 20 µM, or IC50 in µM where a hit was titrated;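 further: plate controls were DMSO vehicle for no effect and wells lacking substrate for full effect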
T cell modulator – modulates CD8 T cell binding to vesicles; AID 2052; hit rate 0.068% among 330,000; calls only at 7 µM; 2C CD8+ T cell-vesicle binding, flow cytometry; active compounds read low;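 active means response, share of CD8 T cells binding vesicles, and their 90th percentile fluorescence all below set limits, cut at about 80% in these data, passing the limit was not always enough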
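Material: murine 2C transgenic CD8+ T lymphocytes / Also added: QL9-peptide-loaded Drosophila micro-vesicles bearing Ld, ICAM-1 and B7-1 / Schedule: binding step 1.5 h, 37 °C, antibody labelling 20 min, ice / Signal: flow cytometry, PE anti-B7-1 (FL2) versus Alexa647 anti-CD8 (FL8), PFA-fixed / Evaluation: percent CD8+ FL2 mean versus row control / Benchmarks: naked versus QL9-loaded vesicles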
TNAP activation fold – human TNAP enzyme activators, primary screen, biochemical, luminescent, no phosphate acceptor, uHTS (AID 1001). hit rate 0.03% among 200,000. purified TNAP, luminescent activation assay, no phosphate acceptor; higher activation fold means a stronger effect. activation fold at 20 µM, or EC50 in µM where a hit was titrated; in the data active means activation fold from about 3, or a potency from the dose series; inactive means the rest, 99 in 100 with activation fold below about 1.6; further: many of its hits are not listed in these tables
T cell modulator vesicle-bound % – also measured in T cell modulator; calls as there; double positive events, %; measured here: CD8+ vesicle-bound cell fraction;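 binding gate set so that unloaded-vesicle control wells show 10% double positive cells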
* marks the source's active call; other numbers are inactive results; i = inactive; ? = inconclusive; . = not tested or not shown; [ ] = another dose, or the depositor's remark. Unless noted, no stated cut-off is given here; in the data, active means inhibition above about 50%; inactive means the rest. Compounds were not picked by outcome; any-hit rate near 1.5%.

SMILES	West Nile antiviral	P. falciparum M1AAP	RSV CPE inhibition	human PMI inhibitors	M17LAP inhibition	UTI89 phage lysis	human PMI inhibition	T cell modulator	T cell modulator vesicle-bound %	TNAP activation fold
COCCCn1c(CCC(=O)O)ccc1-c1ccc(F)cc1	-0.1%	4%	0.6%	11%	-129%	2.6%[50 µM]	7%	i	34	1.1
CCOC(=O)Cc1csc(SCC(=O)Nc2cc(Cl)ccc2Oc2ccccc2)n1	1.3%	-1%	5.0%	9%	-1%	0.3%	15%	i	39	1
CCCC(C(=O)NC1=NCCS1)c1ccccc1 (stereo not drawn)	0.7%	11%	0.5%	5%	10%	-0.9%	5%	i	22	1.1
C=CCn1cc(C(=O)N2CCN(CC)CC2)c(=O)c2cc(S(=O)(=O)N(CC)CC)ccc21	-0.1%	.	3.0%	.	.	-0.1%	.	i	63	.
Cc1ccc(CN2CCN(Cc3cc(=O)c4ccccc4[nH]3)CC2CCO)o1 (stereo not drawn)	-0.2%	2%	-0.2%	15%	4%	0.1%	12%	i	20	1
COc1ccc2c(c1)OC1(C)CC2C(C(=O)c2ccccc2OC)C(=O)N1 (stereo not drawn)	.	3%	1.6%	-1%	11%	-0.7%	0%	i	46	1
CSc1oc(-c2ccco2)nc1S(=O)(=O)c1ccc(F)cc1	-0.2%	-2%	1.8%	-55%	4%	-1.3%	-51%	i	26	1
COc1ccc(S(=O)Cc2ccc(C(=O)NCc3cccc(OC)c3)o2)cc1 (stereo not drawn)	0.1%	.	1.3%	.	.	0.1%	.	i	14	.
Cc1nc2[nH]c(=S)n(C)c(=O)c2nc1C	0.1%	7%	2.2%	-14%	49%	0.7%[50 µM]	-17%	i	35	1
CCOC(=O)Cc1nnc(Nc2ccc(C)cc2)c2ccccc12	0.4%	0%	27%	5%	7%	1.3%	8%	i	44	1
O=C(Cc1ccc(F)cc1)N1CCN=C1SCc1ccc([N+](=O)[O-])cc1	-0.7%	1%	0.9%	-4%	2%	2.4%	7%	i	11	1.2
S=C(NCc1ccccc1)NCc1ccccn1	-0.1%	-1%	0.2%	.	-1%	0.7%	.	i	50	.
COC(=O)c1nc(NC(=O)c2ccccc2Cl)n[nH]1	-0.8%	1%	0.1%	-12%	-10%	0.3%	-11%	i	46	1.1
COc1cccc(/C=N/NC(=O)CNC(=O)COc2cccc(C)c2)c1O	-0.1%	-1%	12%	.	-4%	-0.1%	.	i	29	.
Nc1nonc1-n1nnc(C(=O)N/N=C/c2cc(Br)ccc2O)c1CSC1=NCCS1	?	?	-0.6%	-14%	13%	0.1%	0%	i	33	1.3
CCOc1ccc(/C(O)=C2/C(=O)C(=O)N(CCN(C)C)C2c2ccccc2)cc1Cl (stereo not drawn)	-0.4%	0%	1.4%	-3%	24%	-0.5%	3%	i	45	1.1
c1ccc(NC(=NCc2ccco2)c2ccccc2)cc1	-0.5%	9%	-1.6%	-2%	-6%	-0.5%	-7%	i	37	1
CCCn1c(=N)n(CC(=O)O)c2ccccc21	-0.3%	2%	2.1%	.	1%	0.6%	.	i	33	.
Cc1ccsc1C1C(C#N)=C(N)N(N(C)C)C2=C1C(=O)CC(C)(C)C2 (stereo not drawn)	-1.4%	-2%	0.6%	15%	0%	0.3%	7%	i	32	1.1
CC[C@H](C)[C@@H]1NC(=O)c2cc([N+](=O)[O-])cc(F)c2OCC[C@@H](C(N)=O)NC(=O)[C@H](CCCCN)NC1=O	1.5%	12%	1.8%	1%	-12%	1.7%	-9%	.	.	1.1
c1ccc(-c2ncc(CSc3nncn3-c3ccccc3)s2)cc1	0.1%	6%	7.6%	-8%	6%	0.1%	-3%	i	2	1.1
CCOc1cc(/C=N/n2nnnc2N)ccc1OCc1c(C)no[n+]1[O-]	0.0%	5%	1.6%	-5%	-2%	0.9%	6%	i	28	1.1
CCC(CC)NC(=O)CN(c1ccccc1OC)S(=O)(=O)c1cccs1	-0.1%	.	0.3%	.	.	0.0%	.	i	35	.
COc1cc(/C=C2/C(=N)N3OC(C)=CC3=NC2=O)ccc1OC(=O)c1ccco1	.	9%	1.2%	12%	8%	0.2%	4%	i	60	1
Cc1ccc(C)c(CSc2nnc([C@@H](N)C(C)C)o2)c1	0.0%	3%	-0.6%	-11%	-4%	1.6%	-4%	i	51	1.1
Continued:
SMILES	West Nile antiviral	P. falciparum M1AAP	RSV CPE inhibition	human PMI inhibitors	M17LAP inhibition	UTI89 phage lysis	human PMI inhibition	T cell modulator	T cell modulator vesicle-bound %	TNAP activation fold
COc1cccc(C(=O)C[n+]2ccccc2/C=N/O)c1	0.3%	8%	0.5%	-29%	7%	-0.1%	-33%	i	15	1.1
O=C(Nc1ccc(CN2CCS(=O)(=O)CC2)cc1)c1ccc(Cl)cc1	-0.6%	0%	5.9%	.	12%	2.4%	.	i	26	.
CCOc1ccc(N(CC(=O)NN=C2CCN(C)CC2)S(C)(=O)=O)cc1	-0.5%	-5%	0.9%	4%	11%	1.3%	12%	i	46	1
CCCCOc1ccc(/C=N/NC(=O)c2csc(C)c2C)cc1	1.6%	-2%	6.4%	-2%	-4%	-1.5%	6%	i	36	1.1
COc1ccc(NC(=O)C(Cl)=C(Cl)Cl)cn1	-0.9%	-2%	.	0%	0%	-0.7%	-6%	.	.	1.1
CC(=O)N(Cc1ccccc1)c1nc(-c2ccccc2)cs1	0.0%	.	9.5%	-5%	.	0.3%	7%	i	4	1.1
Cc1ccc(-n2c(CNC(=O)c3cccs3)nnc2SCC(=O)NO)cc1	0.2%	9%	-0.9%	2%	6%	-0.2%	3%	i	29	1.4
O=C(c1ccco1)N1N=C(c2ccc3nccnc3c2)CC1c1ccccc1 (stereo not drawn)	-1.3%	9%	2.8%	2%	9%	-0.2%	1%	i	20	1
Oc1ccc(N2CCN(C(=S)NCc3ccccc3)CC2)cc1	-0.7%	4%	-2.5%	45%	0%	.	19%	i	43	1
Cn1c(=O)c(C(=O)NCc2ccc(Cl)cc2)c(O)c2ccccc21	-0.2%	.	-0.1%	.	.	0.0%	.	i	7	.
CCN(C(=O)c1cc(S(=O)(=O)N2CCc3ccccc32)cn1C)c1ccccc1	0.0%	.	2.5%	.	.	4.1%	.	i	37	.
CCCCC(CC(O)COCC(C)C)C(=O)NN (stereo not drawn)	0.0%	6%	3.8%	15%	14%	0.3%	14%	i	33	1.1
O=C(Nc1cccc2ccccc12)N(CCO)C1CCS(=O)(=O)C1 (stereo not drawn)	0.3%	.	1.1%	.	.	0.1%	.	i	58	.
COc1ccccc1C1C(C(N)=O)=C(C)Nc2ncnn21 (stereo not drawn)	0.7%	7%	1.5%	-7%	4%	0.3%	9%	i	23	1.1
CC(=O)COC(=O)c1ccc2noc(-c3ccccc3)c2c1	-0.5%	.	0.9%	.	.	-0.7%	.	i	9	.
Cc1sccc1C1C(C#N)=C(N)SC(N)=C1C#N	.	19%	0.8%	-58%	-3%	.	-3%	i	24	1.1
CCCn1nc(C(=O)N2CCCc3ccccc32)c2ccccc2c1=O	-1.0%	3%	4.7%	-5%	1%	-0.3%	0%	i	35	1.1
COc1ccc(-n2c(=O)c3c4c(sc3n(CC(=O)NCC3CCCO3)c2=O)CCCC4)c(OC)c1 (stereo not drawn)	-1.0%	-2%	1.2%	-3%	1%	0.1%	0%	i	12	1.2
CCOc1ccc(NC(=S)NCCCN2CCN(C3CCCCC3)CC2)cc1	-0.3%	2%	-0.6%	-12%	7%	-0.2%	-4%	i	25	1
CCOC(=O)c1nnn(-c2nc(OC)nc(N3CCCCC3)n2)c1-c1ccccc1	0.5%	-6%	.	-6%	1%	.	5%	.	.	1.1
COc1ccc(-c2cc(C(F)(F)F)nc(SCCC(=O)N3CCN4CCCC4C3)n2)cc1 (stereo not drawn)	-0.3%	10%	-0.4%	2%	-6%	1.2%	-2%	i	22	1.1
NS(=O)(=O)c1cccnc1Nc1cccc(Cl)c1	-0.1%	16%	0.5%	1%	-13%	-0.3%	6%	i	29	0.9
CCN(CC)C(=O)c1[nH]cnc1C(=O)N[C@@H](CC(C)C)C(=O)OC(C)(C)C	0.0%	1%	1.3%	11%	-4%	1.0%	14%	i	17	1.1
CN1CCN(NC(=O)CN2C(=O)S/C(=C\c3c(Cl)cccc3Cl)C2=O)CC1	0.1%	23%	1.6%	4%	12%	1.0%	8%	i	20	0.7
CC(C)C[C@H](NC(=O)CCn1nnc2ccccc2c1=O)C(=O)O	0.0%	10%	0.6%	.	-2%	-0.3%	.	i	33	.

Only UTI89 phage lysis and TNAP activation fold (2 entries from above):
canonical_smiles,UTI89 phage lysis,TNAP activation fold
CCOc1cc(/C=N/n2nnnc2N)ccc1OCc1c(C)no[n+]1[O-],0.9%,1.1
CCC(CC)NC(=O)CN(c1ccccc1OC)S(=O)(=O)c1cccs1,0.0%,.

Additional results:
SMILES	West Nile antiviral	P. falciparum M1AAP	RSV CPE inhibition	human PMI inhibitors	M17LAP inhibition	UTI89 phage lysis	human PMI inhibition	T cell modulator	T cell modulator vesicle-bound %	TNAP activation fold
O=C(NC(NC(=S)Nc1ccc(Cl)cc1)C(Cl)(Cl)Cl)c1ccco1 (stereo not drawn)	-1.8%	11%	14%	4%	-2%	-2.0%[50 µM]	14%	i	16	1.1
COc1cc(/C=C/C(=O)OCC(=O)N2CCC(Cc3ccccc3)CC2)ccc1O	-2.0%	8%	5.8%	22%	15%	1.1%[50 µM]	18%	i	51	1.1
O=C(COC(=O)CNC(=O)c1cccc([N+](=O)[O-])c1)Nc1ccccc1OC(F)F	-0.3%	0%	0.2%	16%	7%	0.0%	17%	i	45	1.1
CCN(C(=O)CN1CCN(c2ccccc2O)CC1)c1c(N)n(Cc2ccccc2)c(=O)[nH]c1=O	0.5%	16%	0.8%	14%	8%	1.3%	22%	i	38	1.1
CCO[C@H]1OC(C(=O)NC2CC2)=C[C@@H](c2ccccc2)[C@@H]1CCCO	0.3%	-2%	0.5%	.	-2%	0.5%	.	i	25	.
Cc1ccc(Sc2ncccc2C(=O)O)cc1	0.4%	8%	0.9%	-14%	-5%	3.4%	-17%	i	45	1.1
CC(C)c1nnc(NC(=O)CSc2ccccc2)s1	-0.1%	8%	1.7%	6%	16%	-0.1%	14%	i	35	1
Cc1cc(OC(=O)c2cccc(Br)c2)c([N+](=O)[O-])c(=O)[nH]1	-0.5%	.	1.7%	.	.	1.6%	.	i	34	.
Cc1cc(C)nc(SCc2nnc(SCC(=O)Nc3ccc(Cl)c(C(F)(F)F)c3)o2)n1	-0.3%	12%	2.6%	18%	10%	?	21%	i	20	1.2
